Compound activity as filed in PubChem.
PTHR1 agonist – PTHR1 (human) receptor agonism; HEK293 GP2 PTHR1 cells, GloSensor cAMP luminescence, 1 h; Potency, µM (series often up to 115 µM), for inactives: at the top dose activation, actives largely listed as activators; 410,000 compounds, 0.075% hits; note: nearly all actives have a fitted effect of over 55% in size; some results filed as inactive show a strong effect at the top dose; inactives centre near -15; many of its hits are not listed in these tables
Target sequence (Q03431 whole entry, looked up): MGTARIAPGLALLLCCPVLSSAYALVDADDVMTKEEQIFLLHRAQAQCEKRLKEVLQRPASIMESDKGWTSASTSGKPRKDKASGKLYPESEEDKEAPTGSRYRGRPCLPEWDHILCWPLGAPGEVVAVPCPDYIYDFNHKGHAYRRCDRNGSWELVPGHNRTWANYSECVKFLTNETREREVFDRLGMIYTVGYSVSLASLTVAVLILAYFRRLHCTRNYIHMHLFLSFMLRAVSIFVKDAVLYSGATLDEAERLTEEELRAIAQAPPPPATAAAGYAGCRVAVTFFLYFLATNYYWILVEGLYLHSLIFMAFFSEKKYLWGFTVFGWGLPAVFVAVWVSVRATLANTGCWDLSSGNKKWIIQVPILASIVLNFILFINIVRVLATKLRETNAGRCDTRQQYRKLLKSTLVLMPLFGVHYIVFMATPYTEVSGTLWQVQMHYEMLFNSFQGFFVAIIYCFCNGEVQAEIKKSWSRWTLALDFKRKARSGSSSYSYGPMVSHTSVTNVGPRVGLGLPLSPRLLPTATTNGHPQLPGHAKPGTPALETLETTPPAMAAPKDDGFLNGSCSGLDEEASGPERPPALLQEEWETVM
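HEK-293-derived GP2 cells expressing PTHR1 and a GloSensor cAMP reporter, 3,000/well, plated overnight, given luciferin plus IBMX (each 0.5 mM as added) for 1 h at 37 °C, then compound for 1 h at 37 °C. Luminescence was read after 15 min at room temperature.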
EPAC1 antag – antagonists of human EPAC1; O95398; EPAC1 GEF assay, Rap1b-BODIPY-GDP exchange fluorescence; Potency, µM (series often up to 115 µM), for the others: at the top dose activity change, negative = inhibition, hits mostly inhibitors; 360,000 compounds, 0.14% hits;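 note: plate controls were vehicle for no effect and positive control for full effect; nearly all actives have a fitted effect of over 50% in size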
EPAC1 ag – agonists of human EPAC1 | O95398 | Potency, µM (doses to about 154 µM), inactives show at the top dose activation, most hits filed as activators | 360,000 compounds, 0.073% hits | AID 720707 | EPAC1 agonist qHTS, biochemical assay; response scale: 100% = response to 6.5 mM cAMP; note: nearly all actives have a fitted effect of over 60% in size
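Read-out is the fluorescence drop as BODIPY-GDP leaves Rap1B (480 nm excitation, 540 nm emission), recorded every 5 minutes over 30 minutes. Reactions held 100 nM EPAC1, 250 nM Rap1B–BODIPY-GDP and 50 uM GDP, with 6.5 mM cAMP setting full activation.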
TDP-43 yeast inh – TDP-43 toxicity inhibition in yeast; TDP-43 expressing yeast growth rescue, BacTiter-Glo, 24 h; Potency, µM (top dose mostly 46.1 µM), for the others: at the top dose growth rescue (activation), usual class: activators; 410,000 compounds, 1.8% hits; AID 652104; note: % of control where 0% means no effect; nearly all actives have a fitted effect of over 50% in size
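Luminescence from BacTiter-Glo reports growth of TDP-43-expressing yeast after 24 hr at 30 deg C with compound. Cells were raffinose-pregrown to mid-log, then seeded in galactose medium at OD600=0.02.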
FUS yeast rescue – rescues growth of FUS-expressing yeast. 390,000 compounds, 0.24% hits. AID 1347120. Potency, µM (titrated, usually from 76.6 µM), for the others: top-dose growth rescue (activation), actives largely listed as activators. S. cerevisiae FUS-expressing, growth rescue, OD600, 24 h;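 note: plate controls were DMSO vehicle for no effect and reference control for full effect; nearly all actives have a fitted effect of over 55% in size; some results filed as inactive show a strong effect at the top dose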
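Toxicity suppression screen in FUS-yeast. Cells induced with 2% galactose, starting OD 0.005, treated 24hr at 30C with compounds at multiple final concentrations; growth by OD600.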
EPAC2 ag – agonists of human EPAC2 (RAPGEF4); Q8WZA2; EPAC2 activation, biochemical qHTS; response scale: 100% = 6.5 mM cAMP response; Potency, µM (series often up to 154 µM), for the others: top-dose activation, usual class: activators; 360,000 compounds, 0.079% hits; AID 720711; note: nearly all actives have a fitted effect of over 50% in size
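Setup: EPAC2 100 nM, labeled Rap1B complex 250 nM, free GDP 50 uM. Compound titrations pinned in, brief spin, 5 min room temperature incubation. Kinetic fluorescence read over 30 min, normalized to 6.5 mM cAMP.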
EPAC2 antag – antagonists of human EPAC2 | EPAC2 GEF exchange of Rap1B-BODIPY-GDP, fluorescence | Potency, µM (series often up to 114 µM), for inactives: at the highest dose activity, negative = inhibition, hits mostly inhibitors | 360,000 compounds, 0.18% hits | AID 720708; note: % is set by controls: 0 for no effect and ±100 for the full control effect; nearly all actives have a fitted effect of over 45% in size; many of its hits are not listed in these tables
aSyn rescue – alpha-synuclein toxicity inhibition in yeast; Potency, µM (titrated, usually from 46.1 µM), inactives show top-dose growth rescue (activation), actives largely listed as activators; Yeast expressing alpha-synuclein, growth rescue, BacTiter-Glo, 24 h; 370,000 compounds, 0.14% hits; AID 652106; note: % of control where 0% means no effect; nearly all actives have a fitted effect of over 65% in size
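Screening used galactose-induced yeast with toxic alpha-synuclein levels, exposed to compound for 24 hr at 30 deg C. Cell growth, read with BacTiter-Glo luminescence, gave the measured signal.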
* = called active by the depositor; i = inactive; ? = inconclusive; . = not tested or not shown; [ ] = another dose, or the depositor's remark. Calls come from the whole dose curve; as a rule, active = well fitted curve in the direction sought with a large enough effect; inconclusive = small, poorly fitted or top-dose-only effect, or another doubt; inactive = no such curve, though single readings can be large; an effect the other way counts as inactive or inconclusive. Potency is the fitted concentration of half-maximal effect. Some of the compounds tested; the hit share may differ from the screen's.

SMILES	PTHR1 agonist	EPAC1 antag	EPAC1 ag	TDP-43 yeast inh	FUS yeast rescue	EPAC2 ag	EPAC2 antag	aSyn rescue
NC(=O)Cn1c(S(=O)(=O)Cc2ccccc2)nc2ccccc21	i	-9%	3%	8%	10%	1%	2%	1%
O=C(CC1CC1)Nc1ccc2c(c1)[C@@H]1C[C@H](CC(=O)NC3CCCC3)O[C@@H](CO)[C@@H]1O2	-6%	6%	-14%	22%	-10%	10%	2%	0%
CCCn1c(SCC(=O)Nc2cc(S(=O)(=O)N3CCOCC3)ccc2Cl)n[nH]c1=O	i	-7%	-1%	1%	.	3%	-6%	-4%
CCOc1ccccc1N(CC(=O)N1CCC(C)CC1)S(=O)(=O)c1ccc(C)cc1	i	-2%	-8%	-25%	.	-1%	-2%	-2%
CCC1(c2ccccc2)NC(=O)N(CC(=O)N2CCN(S(=O)(=O)c3ccccc3)CC2)C1=O (centres undefined)	i	7%	-7%	-29%	.	3%	3%	-2%
C=CCO/N=C(/CCC)C1=C(N)CC(C)(C)CC1=O	i	6%	-2%	-2%	-7%	9%	7%	0%
CC1=C(C(=O)Nc2ccccc2)C(c2cccc([N+](=O)[O-])c2)Nc2nc3ccccc3n21 (centres undefined)	i	1%	-9%	-21%	?	-4%	6%	-11%
Cc1nc(SC2CC(=O)N(c3cc(Cl)cc(Cl)c3)C2=O)nc2c1CCCC2 (centres undefined)	-8%[57.5 µM]	-6%	3%	?	?	19%	4%	?
C/C(=N\Nc1ccccn1)c1ccc(C(C)C)cc1	i	-16%	13%	15%	9%	15%	-22%	0%
COC(=O)c1c(NC(=O)c2ccc(Br)s2)sc2c1CCC2	i	13%	1%	-23%	38%	1%	10%	-6%
Cc1sc(-n2c(C)cc(/C=N/n3cnnc3)c2C)c(C#N)c1C	-19%	-6%	-7%	-5%	?	10%	6%	-4%
COc1cc(/C=N/NC(=O)c2cccnc2)ccc1OC(=O)c1ccco1	i	18%	3%	-12%	22%	3%	3%	-3%
O=C(COC(=O)c1ccccc1Sc1ccc(C(F)(F)F)cc1[N+](=O)[O-])NC(=O)NC1CCCC1	-13%	4%	-11%	-10%	7%	-5%	-22%	2%
Cc1ccc(Sc2c(C)nn(C(=O)c3cccc(S(=O)(=O)N4CCOCC4)c3)c2C)cc1	-20%[57.5 µM]	19%	-4%	?	?	9%	5%	-1%
O=C(NCCN1CCN(C(=O)C(c2ccccc2)c2ccccc2)CC1)C(=O)Nc1ccccc1	i	-9%	-11%	0%	5%	-4%	2%	-7%
CCOc1ccccc1NC(=O)C1=C(C)Nc2ncnn2C1c1ccc(NC(C)=O)cc1 (centres undefined)	?	.	.	-2%	-15%	.	.	1%
COc1ccc(N=C2NC(=O)/C(=C\C=C\c3ccco3)S2)cc1	i	?	14%	-15%	?	12%	-6%	-4%
Cc1nn(-c2ccccc2)c(N2CCCC2)c1C=O	-25%	3%	4%	-2%	7%	1%	1%	-2%
COC(=O)CSC1=C(C#N)C(c2ccccc2OC)C(C(=O)OC)C(=O)N1 (centres undefined)	i	-17%	-4%	-4%	-1%	7%	10%	3%
Nn1cnnc1N/N=C/c1cccc(Cl)c1Cl	-11%	14%	2%	-4%	15%	-1%	3%	-1%

The last 3 entries of the section before are carried over, then new ones follow:
SMILES	PTHR1 agonist	EPAC1 antag	EPAC1 ag	TDP-43 yeast inh	FUS yeast rescue	EPAC2 ag	EPAC2 antag	aSyn rescue
Cc1nn(-c2ccccc2)c(N2CCCC2)c1C=O	-25%	3%	4%	-2%	7%	1%	1%	-2%
COC(=O)CSC1=C(C#N)C(c2ccccc2OC)C(C(=O)OC)C(=O)N1 (centres undefined)	i	-17%	-4%	-4%	-1%	7%	10%	3%
Nn1cnnc1N/N=C/c1cccc(Cl)c1Cl	-11%	14%	2%	-4%	15%	-1%	3%	-1%
CCCOC(=O)/C(=C\C=C\c1ccco1)NC(=O)c1ccccc1	16%	-24%	9%	-5%	30%	9%	-6%	9%
Cc1ccccc1NC(=O)C1CCCN1/C=C/C(=O)C(F)(F)F (centres undefined)	-16%	?	-1%	-6%	-2%	-5%	0%	-4%
Cc1cccc(/C=N\N=C\c2cccc(C)c2)c1	-12%	3%	-2%	17%	-11%	12%	-1%	9%
Cc1cccc(N2C(=O)c3cccc4cccc(c34)C2=O)c1	i	-1%	-6%	?	1%	-2%	5%	-17%
Cc1cc(Br)ccc1NC(=O)CN(C)C(=O)CN1C(=O)NC2(CCCC2)C1=O	-7%	-6%	-23%	-12%	4%	-4%	12%	1%
COC(=O)C1=NN(C(=O)c2ccccc2)C(O)(c2ccc([N+](=O)[O-])cc2)C1 (centres undefined)	i	-6%	6%	-17%	12%	8%	0%	1%
CN1OC[C@@H]2CN(S(=O)(=O)c3cccc4ccccc34)[C@H](c3ccc(-c4ccccc4)cc3)C[C@@H]21	-30%[inhibitor]	3%	-4%	?	23%	16%	7%	12%
CCOCCCN(C)C1CCN(C(=O)c2oc3ccccc3c2NC(=O)COc2ccc(F)cc2)CC1	-7%	10%	3%	8%	-2%	-1%	1%	-1%
CC(Sc1cccc[n+]1[O-])C(=O)NC1CCCCC1C (centres undefined)	-49%[inhibitor]	-1%	-1%	7%	-5%	3%	2%	1%
CC12CCC(C(=O)Nc3ccccc3-n3cccc3)(CC1=O)C2(C)C (centres undefined)	-10%	10%	-3%	26%	1%	6%	-14%	10%
O=C(CC1C(=O)NCCN1Cc1ccc(-c2ccccc2)cc1)NCC1CCOCC1 (centres undefined)	i	-3%	4%	-2%	22%	0%	5%	10%
COC(=O)CNC(c1ccccc1)c1cc(Br)ccc1NC(=O)CNC(=O)OCc1ccccc1 (centres undefined)	i	-23%	7%	-9%	.	3%	-6%	-6%
CCCc1nc2ccc(Br)cn2c1Cc1ccccc1	i	-23%	-2%	-5%	16%	1%	-22%	?
CCOC(=O)N1C(=O)[C@@](c2ccc(Cl)cc2)(C(C)C)N1C(=O)OCC	-57%[inhibitor]	?	-18%	20µM*	7%	15%	-28%	-27%
O=C(Nc1ccccc1)c1ccc(NC2CCCCC2)c(S(=O)(=O)N2CCOCC2)c1	i	-7%	9%	0%	28%	9%	-5%	2%
CC1=C(C(=O)N(C(C)C)C(C)C)CC(CC(=O)NCc2cccs2)C(=O)N1CCC1=CCCCC1 (centres undefined)	i	-7%	-4%	17%	33%	6%	?	-3%
COC(=O)C1(C)COP(=O)(NC23CC4CC(CC(C4)C2)C3)OC1 (centres undefined)	-19%	1%	11%	9%	.	-3%	2%	6%
Cc1cc(CC(C)C)n(-c2nc3ccccc3c(=O)n2OCc2ccccc2)n1	-25%[57.5 µM]	-3%	6%	0%	30%	13%	-2%[57.1 µM]	12%
CN1CCN(C(=O)c2ccccc2-c2nc(-c3ccccc3)no2)CC1	-8%	5%	1%	18%	-39%	6%	5%	0%
COc1ccc(CC(=O)Nc2ccccc2C(C)=O)cc1S(=O)(=O)N1CCOCC1	i	-3%	7%	7%	1%	2%	-16%	-3%
Cc1c(C(=O)OCC(=O)Nc2ccc(C(N)=O)cc2)cccc1[N+](=O)[O-]	-9%	-11%	-5%	1%	-22%	6%	5%[57.1 µM]	1%
CCN(CC)CCN(C(=O)CCS(=O)(=O)c1ccccc1)c1nc2cc(OC)c(OC)cc2s1	-35%[inhibitor]	0%	2%	15%	2%	6%	9%	8%
COc1ccc(NC(=O)NCc2ccc3c(c2)OCO3)cc1OC	5%	4%	-18%	-1%	3%	7%	7%	-1%
COc1ccc(Cl)cc1NC(=O)C(C)N1CCN(c2ccccn2)CC1 (centres undefined)	-14%	-22%	14%	3%	-26%	19%	-12%	-5%
CCS(=O)(=O)c1ccc(N)cc1	-18%	17%	10%	13%	-17%	5%	-7%	-7%
O=C(CSCc1ccc(Cl)cc1)N1CCCCC1	-49%[inhibitor]	21%	-2%	20%	-21%	-6%	9%	11%
CCN(Cc1ccccc1)S(=O)(=O)c1ccc2oc(C(=O)O)c(C)c2c1	-39%	?	0%	-9%	20%	1%	6%	1%
CC(c1ccccc1)n1c(-c2cccs2)nc2c(c(=O)c3ccccc3n2C)c1=O (centres undefined)	-27%	15%	0%	-18%	-34%	-3%	7%	5%
COC(=O)c1sc(NC(=O)COc2ccccc2C)nc1C	-2%	-5%	-5%	8%	1%	2%	24%	-4%
O=C1Cc2cc(S(=O)(=O)Nc3ccc(F)cc3Cl)ccc2N1	i	-3%	-12%	12%	5%	-5%	6%	7%[1.84 µM]
CCCCC(=O)Nc1ccc(C(=O)c2ccccc2)cc1	-7%	-28%	2%	13%	11%	14%	-6%	-13%
Cc1cc(C)nc(Nc2n[nH]c(-c3ccccc3N)n2)n1	-65%[inhibitor]	?	4%	-23%	20%	10%	15%	-3%
CN(C(=O)COC(=O)c1ccccc1Cc1ccccc1)c1c(N)n(Cc2ccccc2)c(=O)[nH]c1=O	i	-13%	-9%	4%	32%	-10%	-1%	2%
O=C(CCCCn1c(=O)[nH]c2ccccc2c1=O)NC1CCN(Cc2ccccc2)CC1	i	-3%	-8%	22%	-8%	9%	-1%	-4%
O=C(Cn1c2ccccc2c(=O)c2ccccc21)Nc1cccc(F)c1	i	14%	-11%	-11%	-16%	-4%	-1%[57.1 µM]	8%
C=CCC(NCc1ccco1)c1ccc(OC)cc1 (centres undefined)	i	6%	4%	-9%	7%	0%	9%	-14%
COc1ccc(OCc2cc(=O)[nH]c3ccccc23)cc1	i	-4%	0%	24%	22%	12%	6%	2%
CCC(=O)Nc1ccc(C(=O)N/N=C/c2ccc([N+](=O)[O-])cc2)cc1	-3%	8%	-13%	5%	.	7%	-2%	3%
CC(C)n1nc(C(=O)OCC(=O)N(C)C2CCS(=O)(=O)C2)c2ccccc2c1=O (centres undefined)	-7%	-1%	13%	22%	18%	11%	-4%	-1%
COc1ccc(S(=O)(=O)N2Cc3ccccc3CC2C(=O)Nc2ccc3c(c2)OCO3)cc1 (centres undefined)	i	18%	7%	16%	22%	1%	-3%	12%

Rewritten bar-delimited: part of the list above
SMILES | PTHR1 agonist | EPAC1 antag | EPAC1 ag | TDP-43 yeast inh | FUS yeast rescue | EPAC2 ag | EPAC2 antag | aSyn rescue
O=C(CCCCn1c(=O)[nH]c2ccccc2c1=O)NC1CCN(Cc2ccccc2)CC1 | i | -3% | -8% | 22% | -8% | 9% | -1% | -4%
O=C(Cn1c2ccccc2c(=O)c2ccccc21)Nc1cccc(F)c1 | i | 14% | -11% | -11% | -16% | -4% | -1%[57.1 µM] | 8%
